Vif-A3G inh – qHTS for Inhibitors of Vif-A3G Interactions: qHTS; DNA dC->dU-editing enzyme APOBEC-3G (Homo sapiens), Q9HC16; HeLa A3G-eYFP + Vif (tagged APOBEC3G with the HIV-1 protein that degrades it), YFP fluorescence, overnight; Potency, µM (doses to about 46.1 µM), for inactives: top-dose activity, negative = active, usual class: inhibitors; 0.076% of 410,000 active; AID 602310, 2012;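 note: potency is the fitted concentration of half-maximal effect; % is set by controls: 0 for no effect and ±100 for the full control effect; nearly all actives have a fitted effect of over 60% in size; hits raise eYFP signal because A3G escapes Vif-driven loss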
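Read-out is eYFP fluorescence (Ex 488/Em 500-530) from Vif-expressing HeLa A3G-eYFP cells; more signal means A3G escaped Vif-mediated degradation. Cells plated overnight, compound pinned in, incubated overnight at 37 deg C.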
TrxR1 substrate – qHTS Assay for Substrates of Mammalian Selenoprotein Thioredoxin Reductase 1 (TrxR1): qHTS | Thioredoxin reductase 1, cytoplasmic (Rattus norvegicus), O89049 | purified TrxR1 substrate turnover, NADPH consumption readout | Potency, µM (titrated, usually from 114 µM), for inactives: top-dose activity change, negative = substrate turnover | 0.01% of 390,000 active | AID 588456, 2011; note: potency is the fitted concentration of half-maximal effect; % is set by controls: 0 for no effect and ±100 for the full control effect; nearly all actives have a fitted effect of over 50% in size
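Rat TrxR1, dispensed at 90 nM, was prereduced with 400 uM NADPH (final) for 5 min at ~22 deg C, then incubated with compound 15 min before 400 uM selenite. A first-read NADPH fluorescence drop versus no-compound background flagged substrates.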
rTrxR1 inhibitor – qHTS Assay for Inhibitors of Mammalian Selenoprotein Thioredoxin Reductase 1 (TrxR1): qHTS. Thioredoxin reductase 1, cytoplasmic (Rattus norvegicus), O89049. recombinant rTrxR1, NADPH fluorescence consumption, selenite substrate. Potency, µM (series often up to 114 µM), for inactives: top-dose activity change, negative = inhibition, most hits filed as inhibitors. 1% of 390,000 active; note: potency is the fitted concentration of half-maximal effect; % is set by controls: 0 for no effect and ±100 for the full control effect; nearly all actives have a fitted effect of over 65% in size
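Rat TrxR1 (90 nM in the dispensed reagent) was pre-reduced with 400 uM NADPH for 5 min at room temperature, then incubated with compound for 15 min. After 400 uM selenite was added, NADPH fluorescence (Ex 340/Em 450 nm) was followed for 8 min.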
RGS4 inhibitor – Inhibitors of Regulator of G Protein Signaling (RGS) 4: qHTS; Transcreener GDP fluorescence polarization, RGS4-accelerated GTP hydrolysis; Potency, µM (highest dose often 114 µM), for inactives: top-dose activity change, negative = inhibition, usual class: inhibitors; 0.039% of 390,000 active; AID 504845, 2011; note: potency is the fitted concentration of half-maximal effect; % is set by controls: 0 for no effect and ±100 for the full control effect; nearly all actives have a fitted effect of over 75% in size; some results filed as inactive show a strong effect at the top dose
Target sequence (P49798 whole entry, looked up): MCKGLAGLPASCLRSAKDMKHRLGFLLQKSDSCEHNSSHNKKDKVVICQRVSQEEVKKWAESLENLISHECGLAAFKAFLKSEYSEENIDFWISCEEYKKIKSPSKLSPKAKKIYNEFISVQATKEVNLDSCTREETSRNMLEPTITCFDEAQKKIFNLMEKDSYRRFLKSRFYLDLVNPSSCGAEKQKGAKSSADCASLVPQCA
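MLSMR compounds (23 nl, pin-transferred) preincubated 10 min at room temperature with a 500nM (2x) first reagent, then RGS4 at 900nM (2x) plus Transcreener GDP mix added; fluorescence polarization (620/688 nm) read before and after 90 min at 30 °C.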
USP1 inh – Inhibitors of USP1/UAF1: Primary Screen; recombinant USP1/UAF1, Ub-Rhodamine cleavage fluorescence; Potency, µM (series often up to 57.1 µM), without a hit: top-dose activity change, negative = inhibition, usual class: inhibitors; 0.23% of 390,000 active; note: potency is the fitted concentration of half-maximal effect; % is set by controls: 0 for no effect and ±100 for the full control effect; nearly all actives have a fitted effect of over 60% in size; inactives centre near -12
Target sequence (O94782 whole entry, looked up): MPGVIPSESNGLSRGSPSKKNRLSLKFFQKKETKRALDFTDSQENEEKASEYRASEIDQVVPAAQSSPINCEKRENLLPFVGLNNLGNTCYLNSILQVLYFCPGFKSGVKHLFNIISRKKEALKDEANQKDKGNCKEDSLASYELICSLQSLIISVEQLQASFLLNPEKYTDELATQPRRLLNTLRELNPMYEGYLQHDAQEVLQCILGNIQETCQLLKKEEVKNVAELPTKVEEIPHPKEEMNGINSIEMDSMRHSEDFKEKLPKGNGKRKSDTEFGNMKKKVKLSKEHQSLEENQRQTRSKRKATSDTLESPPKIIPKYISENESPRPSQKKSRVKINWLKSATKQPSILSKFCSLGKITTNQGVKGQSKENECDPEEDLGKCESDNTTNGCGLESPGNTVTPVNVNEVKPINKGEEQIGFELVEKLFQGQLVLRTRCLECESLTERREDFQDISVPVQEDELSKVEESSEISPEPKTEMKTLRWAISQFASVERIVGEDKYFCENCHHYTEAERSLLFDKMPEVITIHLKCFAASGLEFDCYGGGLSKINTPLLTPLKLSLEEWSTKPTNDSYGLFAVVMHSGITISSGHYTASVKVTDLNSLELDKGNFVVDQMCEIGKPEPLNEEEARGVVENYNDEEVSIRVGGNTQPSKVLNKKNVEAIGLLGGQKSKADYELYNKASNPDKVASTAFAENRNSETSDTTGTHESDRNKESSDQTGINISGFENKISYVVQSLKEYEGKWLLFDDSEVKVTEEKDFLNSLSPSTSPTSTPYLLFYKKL
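1 nM enzyme complex + cpd, 15 min RT; start with Ub-Rho 150nM final; kinetic fluorescence ex 480/em 540, 6 reads q60 s. Buffer 50mM HEPES pH 7.8, 0.5mM EDTA, 0.1 mg/ml BSA, 1mM TCEP, 0.01% Tween-20.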
Glioma ERSR ind – qHTS for Inducers of the Endoplasmic Reticulum Stress Response (ERSR) in Human Glioma: qHTS | Potency, µM, for inactives: top-dose activation, most hits filed as activators | AID 602332, 2012 | 0.02% of 420,000 active | U87-MG GRP78 promoter luciferase reporter, 16 h; note: potency is the fitted concentration of half-maximal effect; series mostly up to about 76 µM; % of control where 0% means no effect; nearly all actives have a fitted effect of over 35% in size
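Stably transfected U87-MG glioma cells carrying a GRP78-based luciferase sensor; 16 h compound incubation. Luminescence end-point read 10 min after Bright-Glo addition at room temperature.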
LDHA inh – qHTS assay for inhibitors of human lactate dehydrogenase; L-lactate dehydrogenase A chain (Homo sapiens), P00338; purified LDHA, NADH/diaphorase-resazurin fluorescence; active compounds read low; activity change, % (values are at about 110 or 230 µM); 0.15% of 480,000 active; AID 1347041, 2019; in the data active = activity change below about -30%; inconclusive = mostly about -25% to -30%;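 note: plate controls were DMSO wells for no effect and wells without enzyme for full effect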
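Human LDH5 at 2 nM final in Tris HCl pH 7.4 with 0.06 mM NADH and 0.2 mM pyruvate, reacted 5 minutes at room temperature. Remaining NADH coupled via diaphorase/resazurin; resorufin fluorescence read at 0 and 20 minutes, normalized to enzyme-free and DMSO wells.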
Vif-APOBEC3F blk – qHTS for Inhibitors of Vif-A3F Interactions: qHTS | 0.2% of 390,000 active | HeLa A3F-eYFP + Vif (tagged APOBEC3F with the HIV-1 protein that degrades it), YFP fluorescence increase | Potency, µM (series often up to 46.1 µM), for the others: at the highest dose activity, negative = active; note: potency is the fitted concentration of half-maximal effect; % of control where 0% means no effect; nearly all actives have a fitted effect of over 65% in size
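Fluorescence increase (Ex 488/Em 500-530) after overnight compound treatment at 37 deg C flags inhibition of Vif-driven A3F-eYFP loss in stable HeLa A3F-eYFP/Vif cells seeded overnight beforehand.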
mIDH1 inhibitor – qHTS for Inhibitors of mutant isocitrate dehydrogenase 1 (IDH1): qHTS; AID 602179, 2012; 0.093% of 390,000 active; Potency, µM (doses to about 76.6 µM), inactives show top-dose activity change, negative = inhibition, most hits filed as inhibitors; IDH1-R132H enzyme, NADPH consumption, diaphorase/resazurin fluorescence; Isocitrate dehydrogenase [NADP] cytoplasmic (Homo sapiens), O75874; note: potency is the fitted concentration of half-maximal effect; % is set by controls: 0 for no effect and ±100 for the full control effect; nearly all actives have a fitted effect of over 65% in size
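IDH1-R132H (0.5 ug/mL dispensed) in pH 7.5 Tris buffer was preincubated 30 min with compound, then given a substrate mix of 0.016 mM NADPH and 2 mM alpha-KG for 80 min at room temperature; remaining NADPH was read by diaphorase/resazurin fluorescence.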
Starred values were filed as active, the others as inactive; ? = inconclusive; [ ] = dose if it differs, or a comment. Unless noted, calls come from the whole dose curve; as a rule, active = well fitted curve in the direction sought with a large enough effect; inconclusive = small, poorly fitted or top-dose-only effect, or another doubt; inactive = no such curve, though single readings can be large; an effect the other way counts as inactive or inconclusive. Not all compounds are listed. The share of hits here may be higher or lower than overall.

SMILES	Vif-A3G inh	TrxR1 substrate	rTrxR1 inhibitor	RGS4 inhibitor	USP1 inh	Glioma ERSR ind	LDHA inh	Vif-APOBEC3F blk	mIDH1 inhibitor
COc1ccc(CNC(=O)Cn2c(SCC(=O)Nc3ccc(OC)cc3)nc3ccccc32)cc1	?	3.5%[57.1 µM]	7.0%[57.1 µM]	-27.6%	-3.2%	-3.9%	-6.7	-20.3%	0.0%
NC(=O)c1ccsc1NC(=O)COC(=O)CNC(=O)c1ccc(Cl)cc1	-1.5%	23.7%	13.8%	-1.9%	-16.4%	-3.9%	-5.2	-3.5%	3.5%
O=C(Nc1ccc(S(=O)(=O)N2CCOCC2)cc1)C1CCN(S(=O)(=O)c2ccc(Cl)cc2)CC1	2.4%	3.5%	14.7%	9.7%	-21.4%	-3.3%	-3.1	1.6%	12.1%
COC(=O)CSc1nc2ccc(NC(=O)CSc3nnnn3Cc3ccccc3)cc2s1	-0.2%	-9.2%	?	-41.0%	-11.2%	0.5%	-1.2	-4.0%	0.7%
COc1ccc(CSc2ccc(S(=O)(=O)N3CCCCC3)cn2)cc1F	0.1%	-7.7%	-7.2%	-0.9%	-22.4%	-3.0%	-1.4	-2.0%	7.6%
CC1C(=O)N(c2ccc(S(=O)(=O)N(C)C)cc2)C1(/C=C/c1ccccc1)C(=O)NC1CCCC1 (stereo not drawn)	0.6%	-4.6%	18.8%	-14.9%	-20.3%	-2.7%	0.6	4.2%	6.6%
Cc1ccc(CSc2ccc(-c3ccc4c(c3)OCO4)nn2)cc1	-3.1%	4.6%	0.3%	9.1%	-3.2%	-2.5%	-1.8	-12.1%	9.3%
Cn1c(C(=O)NC2CCCCCC2)cc2c(=O)n(C)c3ccccc3c21	-2.5%	10.4%	25.6%	-26.8%	-20.7%	2.0%	-4.0	-9.5%	3.5%
CN(C(=O)CSc1ncnc2sc(-c3ccccc3)cc12)C1CCS(=O)(=O)C1 (stereo not drawn)	0.9%	-10.6%	-22.6%	7.0%[11.4 µM]	-4.9%	7.4%	-5.3	?	2.0%
CCOC(=O)C(Cc1cc(C(C)=O)ccc1OCC)C(=O)OCC	-10.2%	20.3%	41.6%	?	-3.1%	-6.0%	-2.3	-4.8%	8.1%
COc1ccc(-c2cc(C(=O)N3CCN(Cc4ccc5c(c4)OCO5)CC3)on2)cc1OC	-2.4%	-3.6%	-23.2%	-74.7%[56.9 µM]	?	-0.7%	-2.0	-0.8%	-8.5%
CC(=O)c1ccc(NC(=S)NCCCN2CCOCC2)cc1	2.0%	-0.1%	-0.5%	-31.5%	-22.3%	-2.1%	-1.4	3.0%	19.7%
COc1ccc(CNC(=O)CN2C(=O)c3cccnc3Oc3ccc(C)cc32)cc1	1.4%	-10.6%	-5.3%	15.1%	-14.1%	-1.9%	1.9	-8.0%	-0.5%
COCCNC(=O)CSc1nc2cc3c(cc2c(=O)n1CCCCCC(=O)NCc1ccc(OC)cc1)OCO3	-8.6%	7.8%[57.1 µM]	13.3%[57.1 µM]	-21.1%	-6.0%	0.7%	1.7	-3.2%	10.8%
CCc1cc2c(SCC(=O)N(CC)c3c(N)n(Cc4ccccc4)c(=O)[nH]c3=O)ncnc2s1	0.3%	4.3%	16.9%	-2.3%	-23.2%	-0.9%	-4.3	-4.1%	-2.5%
COC(=O)c1c(N)sc2c1CCN(c1ncc(C(F)(F)F)cc1Cl)C2	-0.5%	-2.1%	-15.0%	-42.8%	-17.9%	0.4%	-1.6	-2.0%	15.6%
CCOc1cccc(CNCCCSc2nnnn2C)c1	-2.2%	3.6%	46.0%[activator]	3.4%	-1.9%	-3.2%	-10.7	5.0%	-14.8%
CSc1ccccc1NC(=S)Nc1ccccc1C(F)(F)F	0.0%	3.0%	-17.4%	-31.0%	-9.9%	11.5%	-2.1	0.2%	0.7%
CC12CCC(=O)N1C(C(=O)NNC(=O)c1ccccc1F)CS2 (stereo not drawn)	1.7%	17.2%	35.9%[activator]	15.0%	-16.2%	-2.4%	0.5	-3.7%	9.2%
CC1=NC(Nc2nc(C)c3ccccc3n2)=NC(C)(C)C1	-6.4%	4.7%	7.8%	-6.8%	-23.1%	-8.6%	-1.5	-5.6%	3.0%
O=C(NCc1cccs1)C1CCCN(S(=O)(=O)c2ccc3c(c2)OCO3)C1 (stereo not drawn)	1.4%	-3.7%	-8.2%	7.4%	-7.6%	-1.3%	5.6	-7.4%	7.8%
CC(C)OC(=O)CCCCCN1C(=O)CSC1=S	-0.9%	-10.7%	-10.8%	-49.1%	-8.7%	-9.0%	3.5	-5.5%	8.3%
CC(C)(C)OC(=O)N[C@@H](Cc1ccccc1)c1nnc(SCC(N)=O)o1	0.8%	-1.7%	21.3%	11.5%	-11.6%	-4.8%	-11.6	6.5%	-22.1%
CCOc1ccc(-n2c(SCC(=O)Nc3ccc4c(c3)OCCO4)nc3c([nH]c4ccccc43)c2=O)cc1	-2.1%	2.8%[57.1 µM]	17.9%[57.1 µM]	-25.2%	-32.8%	-2.3%	0.0	-6.7%	7.4%
N#CC1=C(N)Oc2cc(O)c(C=Nc3ccccc3)cc2C1c1ccccc1 (stereo not drawn)	?	-7.6%	-18.9%	-11.4%	-25.3%	-7.1%	3.1	-12.5%	-10.0%
COc1ccc2cc3cc(C(=O)NCC4COc5ccccc5O4)oc3nc2c1 (stereo not drawn)	1.0%	70.4%[activator]	50.2%[activator]	-25.1%	1.4%	-4.2%	-0.8	-7.2%	-0.1%
CSc1cccc(NC(=O)c2cnccn2)c1	-0.8%	4.9%[57.1 µM]	1.6%[57.1 µM]	-38.8%	-10.2%	-1.5%	-9.0	2.0%	-4.4%
O=C(NCCc1ccccc1)c1ccccc1NC(=O)C1CC=CCC1C(=O)O (stereo not drawn)	-0.2%	2.9%	8.6%	15.7%	4.1%	-5.6%	-4.6	-26.9%	-1.0%
CSCC[C@H](NC(=O)c1nn(C)c(=O)c2ccccc12)c1nc2ccccc2[nH]1	-5.2%	-4.6%	9.0%	-7.9%	-14.2%	0.2%	0.5	-0.7%	-0.7%
CC(C)(C)OC(=O)CC12CCCCC1NC(=O)O2 (stereo not drawn)	-0.8%	6.2%	31.8%	11.8%	?	-2.0%	-2.8	2.9%	22.6%
O=C(Cc1c(F)cccc1Cl)OCC(=O)N1CCc2ccccc21	1.6%	7.1%[57.1 µM]	7.9%[57.1 µM]	-1.0%	-3.8%	1.7%	-5.5	10.0%	0.1%
Cc1oc(/N=C/c2ccc(Cl)cc2Cl)c(C#N)c1C	1.2%	-11.2%	-23.2%	?	-13.4%	-4.9%	6.3	-8.9%	2.3%
COc1ccc(N2CC(O)=C(c3nc(-c4ccc(Cl)cc4)cs3)C2=N)cc1	-11.7%	4.4%	38.4%	6.9%	-26.4%	5.5%	-6.4	-1.5%	-9.4%
Cc1ccc(S(=O)(=O)Nc2cc3c(cc2C#N)OCO3)cc1C(N)=O	0.3%	1.8%	17.5%	-2.3%	-16.6%	-2.0%	0.0	0.5%	0.0%
Cc1ccc(-c2nnc(SCC(=O)N3CCCC3)o2)cc1C	-10.0%	-3.9%[57.1 µM]	12.0%[57.1 µM]	-42.1%	-11.2%	-2.9%	4.7	4.6%	7.0%
O=C(NCCC1CCCC1)c1cccs1	0.4%	1.9%	39.7%	-9.2%	-18.4%	9.5%	-4.7	2.4%	-1.6%
O=C1CC(c2ccc(S(=O)(=O)NCc3ccccc3)cc2)CN1 (stereo not drawn)	0.8%	-0.8%	22.3%	8.8%	-3.6%	-2.3%	-12.3	2.0%	-10.3%
O=C(Cn1cc([N+](=O)[O-])ccc1=O)N1CCc2ccccc2C1	-4.7%	-5.9%	2.7%	-22.7%	-22.5%	-0.2%	1.7	-13.4%	-0.6%

Screening data from PubChem BioAssay.
